GSTO1 counter: inhibitors of recombinant GSTO1, primary screen, counter-screen for RBBP9 inhibitor project, biochemical, fluorescence polarization | Glutathione S-transferase omega-1 (Homo sapiens), P78417 | activity-based probe fluorescence polarization | inhibition, % at 5.96 µM | hit rate 1.1% among 300,000;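 active means inhibition above the campaign mean inhibition plus 3 SD, cut at about 35% in these data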;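 further: 0% = GSTO1-1 with DMSO and 100% = wells lacking GSTO1-1 enzyme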
Target sequence (P78417 whole entry, looked up): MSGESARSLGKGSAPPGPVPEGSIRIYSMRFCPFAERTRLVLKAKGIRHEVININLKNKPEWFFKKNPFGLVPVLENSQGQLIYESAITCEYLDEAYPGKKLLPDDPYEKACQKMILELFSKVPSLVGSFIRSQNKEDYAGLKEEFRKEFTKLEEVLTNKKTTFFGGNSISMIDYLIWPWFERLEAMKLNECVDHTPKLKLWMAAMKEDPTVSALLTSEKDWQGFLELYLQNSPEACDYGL
LYPLA2 counter: LYPLA2 inhibitors, primary screen, counter-screen for PME1 inhibitor project, biochemical, fluorescence polarization, FP-Rh probe ABPP; AID 2177, 2009; Acyl-protein thioesterase 2 (Homo sapiens), O95372; hit rate 0.38% among 320,000; inhibition, % at 5.9 µM; recombinant LYPLA2;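 active means inhibition above the screen-wide mean plus 3 SD, limit set per campaign, cut at about 26% in these data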;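 further: 0% = LYPLA2 with DMSO and 100% = wells lacking LYPLA2 enzyme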
PAD4 inh: human PAD4 inhibitors, primary screen, biochemical, fluorescence polarization, 1536-well format; AID 485272, 2010; Protein-arginine deiminase type-4 (Homo sapiens), Q9UM07; hit rate 0.41% among 330,000; recombinant PAD4, RCA probe fluorescence polarization; inhibition, % at 6.36 µM;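 active means percent inhibition above a cutoff equal to the mean of all tested compounds plus 3 SD, cut at about 15% in these data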;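 further: 0% = PAD4 with RCA probe and DMSO and 100% = probe without PAD4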
PREPL inhibitor: PREPL enzyme inhibitors, primary screen, biochemical, fluorescence polarization. recombinant PREPL, fluorescence polarization activity-based probe. Prolyl endopeptidase-like (Homo sapiens), Q4J6C6. hit rate 0.68% among 320,000. inhibition, % at 5.96 µM; in the data active means inhibition above about 43%;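 further: 0% = enzyme with DMSO and 100% = wells lacking enzyme; many of its hits are not listed in these tables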
Target sequence (Q4J6C6 whole entry, looked up): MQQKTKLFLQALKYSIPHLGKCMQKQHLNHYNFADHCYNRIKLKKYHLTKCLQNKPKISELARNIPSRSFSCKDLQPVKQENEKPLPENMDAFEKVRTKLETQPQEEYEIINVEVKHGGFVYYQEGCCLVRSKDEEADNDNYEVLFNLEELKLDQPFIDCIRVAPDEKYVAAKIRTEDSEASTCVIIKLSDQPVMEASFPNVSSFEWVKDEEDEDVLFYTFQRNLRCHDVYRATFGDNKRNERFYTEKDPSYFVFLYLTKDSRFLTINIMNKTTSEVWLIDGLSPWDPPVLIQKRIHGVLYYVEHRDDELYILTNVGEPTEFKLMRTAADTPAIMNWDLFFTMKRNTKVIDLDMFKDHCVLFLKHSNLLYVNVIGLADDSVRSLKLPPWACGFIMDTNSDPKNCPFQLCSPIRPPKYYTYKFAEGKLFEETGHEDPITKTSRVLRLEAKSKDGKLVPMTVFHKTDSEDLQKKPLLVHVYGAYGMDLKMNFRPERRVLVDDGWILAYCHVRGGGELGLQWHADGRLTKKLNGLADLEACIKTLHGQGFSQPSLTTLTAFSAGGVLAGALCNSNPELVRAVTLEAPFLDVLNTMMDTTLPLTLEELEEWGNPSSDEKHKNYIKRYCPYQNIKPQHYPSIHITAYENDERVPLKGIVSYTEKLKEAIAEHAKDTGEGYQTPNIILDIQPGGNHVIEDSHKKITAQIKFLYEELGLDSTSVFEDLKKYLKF
LYPLA1 counter: LYPLA1 inhibitors, primary screen, counter-screen for PME1 inhibitor project, biochemical, fluorescence polarization, FP-Rh probe ABPP; Acyl-protein thioesterase 1 (Homo sapiens), O75608; recombinant LYPLA1; inhibition, % at 5.9 µM; hit rate 0.16% among 320,000; AID 2174, 2009;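 active means inhibition above the mean of all tested compounds plus 3 SD, set per campaign, cut at about 14% in these data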;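 further: inhibitors block serine hydrolase probe labeling of LYPLA1 so polarization falls; 0% = enzyme with DMSO and 100% = wells lacking LYPLA1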
pPAFAH FP inh: pPAFAH enzyme inhibitors, primary screen, biochemical, fluorescence polarization, human | Platelet-activating factor acetylhydrolase (Homo sapiens), Q13093 | recombinant pPAFAH, FP-rhodamine probe fluorescence polarization | inhibition, % at 3.39 µM | hit rate 1.5% among 330,000;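 active means inhibition above the mean inhibition across the screen plus 3 SD, cut at about 25% in these data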;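 further: inhibitors block binding of the rhodamine activity-based probe so polarization drops; 0% = enzyme with DMSO and 100% = wells lacking pPAFAH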
PAFAH2 FP inh: PAFAH2 enzyme inhibitors, primary screen, biochemical, fluorescence polarization, human | Platelet-activating factor acetylhydrolase 2, cytoplasmic (Homo sapiens), Q99487 | recombinant PAFAH2, FP-rhodamine activity probe | inhibition, % at 3.39 µM | hit rate 0.99% among 340,000 | AID 492956, 2010;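 active means inhibition above the mean over all tested compounds plus 3 SD, cut at about 30% in these data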;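 further: inhibitors block probe labeling of enzyme so polarization drops; 0% = enzyme with DMSO and 100% = wells lacking PAFAH2 protein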
PAFAH1B3 FP inh: PAFAH1B3 enzyme inhibitors, primary screen, biochemical, fluorescence polarization, human; hit rate 0.28% among 340,000; inhibition, % at 3.39 µM; recombinant PAFAH1B3, FP-rhodamine probe; AID 492972, 2010; Platelet-activating factor acetylhydrolase IB subunit alpha1 (Homo sapiens), Q15102;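 active means inhibition above the screen-wide average of all tested compounds plus 3 SD, cut at about 25% in these data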;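 further: 0% = enzyme with DMSO only and 100% = wells lacking PAFAH1B3 protein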
PAFAH1B2 FP inh: PAFAH1B2 enzyme inhibitors, primary screen, biochemical, fluorescence polarization, human. inhibition, % at 3.39 µM. recombinant PAFAH1B2, FP-rhodamine activity probe. Platelet-activating factor acetylhydrolase IB subunit alpha2 (Homo sapiens), P68402. AID 492953, 2010. hit rate 1.2% among 340,000;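 active means inhibition above the mean of all tested compounds plus 3 SD, cut at about 24% in these data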;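 further: 0% = enzyme with DMSO and 100% = wells lacking PAFAH1B2; many of its hits are not listed in these tables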
* marks the source's active call; other numbers are inactive results; . = not tested or not shown. Only part of the results is shown. The share of hits here may be higher or lower than overall.

SMILES	GSTO1 counter	LYPLA2 counter	PAD4 inh	PREPL inhibitor	LYPLA1 counter	pPAFAH FP inh	PAFAH2 FP inh	PAFAH1B3 FP inh	PAFAH1B2 FP inh
COc1ccc(CCNc2nc(-c3ccc(F)cc3)c(CC(=O)O)s2)cc1OC	-2	2	-5	4	-4	4	-12	-1	-4
O=C(NCC(c1ccco1)N1CCc2ccccc21)C(=O)Nc1ccc(F)cc1F (centres undefined)	8	-2	-1	7	0	7	-1	-1	1
C=C1C[C@H](O[C@@H]2O[C@H](CO)[C@@H](O)[C@H](O)[C@H]2O)[C@@H]2[C@H](OC(=O)[C@H]2C)[C@H]2[C@H](C)[C@@H](O)C[C@@H]12	.	.	3	6	.	2	8	10	2
COc1ccc(NC(=S)NC(=O)c2cccnc2)cc1	10	7	1	12	-2	1	5	5	-2
CC1(C)CC(=O)C(C=Nc2ccc(N)cc2)=C(O)C1	5	5	40*	23	-2	22	9	10	-1
CN(N)c1nc(C(F)(F)F)nc2ccccc12	1	5	-2	10	2	1	-1	3	-1
O=C(NCc1csc(-c2cccs2)n1)c1ccccc1	-3	2	0	-13	-1	1	-2	-1	3
COc1ccc(CCN2CCC(Nc3nc4ccccc4n3Cc3ccc(F)cc3)CC2)cc1	3	13	-3	38	-3	4	5	8	-1
Cc1c(CCOC(=O)C23CC4CC(CC(C)(C4)C2)C3)sc[n+]1CC(=O)c1ccccc1	-7	2	-8	48*	0	1	-2	14	6
Cc1cc(C)nc(SCCC(=O)N(C)C)n1	1	0	-4	1	0	1	7	-1	5
CCOC(=O)c1nnn(CC(=O)N2N=C(c3ccc(Cl)cc3)CC2c2ccc(OC)cc2)c1C(=O)OCC (centres undefined)	1	3	0	2	2	17	-6	-1	-1
COc1ccc2c(OC)c3ccoc3nc2c1OC	1	6	-2	-4	1	6	5	13	2
COCCCNc1nc2ccccc2[nH]c1=O	-2	-7	-4	1	-3	0	-2	-2	6
CCCn1nnnc1NCc1ccc(CC)cc1	6	-2	1	-1	-1	1	6	7	-1
CC1CCN(C(=O)c2ccc(S(=O)(=O)NCc3ccco3)cc2)CC1	2	2	6	6	0	-1	-8	4	7
COc1ccc(-c2noc(CCC(=O)N3CCN(c4ccc(F)cc4)CC3)n2)cc1	.	.	-2	.	.	4	-1	6	3
COc1ccc(C2=Nn3c(nnc3-c3ccccc3Cl)SC2)cc1OCC1CC1	.	.	5	9	.	7	10	0	4
COc1cccc(C(=O)N(Cc2ccco2)Cc2cc3cccc(C)c3[nH]c2=O)c1	0	14	-2	-1	3	25*	-4	9	2
CCOC(=O)c1cc(-c2csc(-c3cccc(Cl)c3)n2)on1	8	0	0	3	0	2	-11	13	-1
COc1ccc(NC(=O)CN(C)C(=O)c2cccc3ccccc23)cc1	0	-1	-2	-4	-2	1	1	6	-2
CC(NC(=O)COc1cccc(Br)c1)C(=O)O (centres undefined)	4	1	0	7	2	5	-3	8	5
Cc1c(NC(=O)c2ccc(-c3ccc([N+](=O)[O-])cc3Cl)o2)c(=O)n(-c2ccccc2)n1C	7	-3	2	35	-3	7	5	13	6
CCc1cccc(CC)c1NC(=S)Nc1ccccc1	1	-4	-3	9	-2	-2	1	10	0
CC(C)(C)C(=O)Nc1nc(NC(=O)C(C)(C)C)nc(-c2ccccc2Cl)n1	0	4	0	6	2	4	.	.	.
COc1ccc(C(=O)N[C@H](C(=O)Nc2ccc(OC)nc2)C(C)C)cc1	0	1	2	17	-1	2	3	1	0

More records:
SMILES	GSTO1 counter	LYPLA2 counter	PAD4 inh	PREPL inhibitor	LYPLA1 counter	pPAFAH FP inh	PAFAH2 FP inh	PAFAH1B3 FP inh	PAFAH1B2 FP inh
Cc1ccc2c(c1)sc1nc(=O)n(-c3ccc(Cl)c(Cl)c3)c(=O)n12	-3	-3	4	2	-2	-2	-9	5	2
CC1CN(C(=O)CCC(=O)N2CCN(c3ccccn3)CC2)c2ccccc2O1 (centres undefined)	2	-1	-3	4	1	7	-7	1	2
Cc1ccsc1C(=O)OCC(=O)NCc1ccc2c(c1)OCO2	1	4	-2	-3	0	4	18	-4	0
O=C(CCN1C(=O)c2cccc3cccc(c23)C1=O)Nc1ccon1	-13	-2	0	13	-2	-5	-5	8	-2
CC1CCc2sc(C(=O)NCc3ccccn3)cc2C1 (centres undefined)	4	-1	-3	0	1	-3	2	9	-2
C/C(CC(=O)Nc1c(C)cc(C)cc1C)=N\NC(=O)Cc1ccccc1	-1	-1	5	-4	3	0	15	-5	-4
O=C(CCC1CCCN(C(=O)c2ccc3[nH]ccc3c2)C1)N1CCN(c2ccccn2)CC1 (centres undefined)	8	0	-5	21	-1	-3	-2	1	9
CC(C)n1c(-c2ccncc2)n[nH]c1=S	7	-5	0	-4	0	-1	4	5	-2
Cc1[nH]nc(Nc2ccccc2)c1[N+](=O)[O-]	0	12	3	-22	7	7	3	4	8
COc1ccccc1CN(Cc1cc2cc3c(cc2[nH]c1=O)OCCO3)Cc1nnnn1Cc1ccco1	14	-4	-6	17	0	11	-2	11	4
COCCn1nnnc1CN1CCOCC1	2	-10	-1	-4	-4	-7	13	10	-3
Cc1cc(C(=O)NC2CCCc3c2cnn3-c2cccc(C)c2C)n(C)n1 (centres undefined)	3	2	0	0	1	3	-3	11	7
COCCCn1c(=O)/c(=C\c2ccc(OC(F)F)c(OC)c2)s/c1=C(/C#N)C(=O)NCCOC	-3	4	-4	6	-2	-1	-6	2	-2
O=C(NCCCN=C1NS(=O)(=O)c2ccccc21)c1ccncc1	-3	9	3	-2	3	3	-6	1	2
O=C(NCc1ccc(-c2csnn2)cc1)C1CC1	4	-2	-6	3	-1	-4	.	.	.
CCN(CC(=O)Nc1ccc2c(c1)OCCO2)CC(=O)Nc1ccc2c(c1)OCO2	2	7	2	6	0	-2	-4	3	4
COc1ccc(-c2csc(NC(=O)c3cccc(N4C(=O)CCC4=O)c3)n2)cc1C	6	-1	-3	6	4	-2	-7	-17	-10
CC(C)/C(C=O)=C(/NC1CCCCC1)c1ccccc1	6	3	7	5	1	1	-6	2	13
Cc1nc(/C(N)=N/OC(=O)c2c(-c3ccccc3Cl)noc2C)cs1	-1	1	0	1	-5	-6	-2	2	-2
CC1CCCN(S(=O)(=O)CCNC(=O)c2ccc3c(c2)OCO3)C1 (centres undefined)	3	4	-1	-7	3	6	4	9	5
Cc1ccccc1-n1nc2c(c1NC(=O)c1ccco1)CS(=O)(=O)C2	-4	4	-4	1	7	6	10	3	1
Cc1cc(C)n2c(SCc3nnc(-c4cccs4)o3)nnc2n1	1	7	-1	4	2	6	1	2	5
O=C(NCc1ccncc1)C1CCN(S(=O)(=O)c2cc(Cl)ccc2Cl)CC1	0	1	-1	-1	-3	2	-10	5	5
O=C(Nc1cccc(C(=O)N2CCN(c3cccc(Cl)c3)CC2)c1)c1ccccc1	0	18	1	-2	-10	-2	-5	2	6
O=C(Cc1ccc(Nc2nc(=S)[nH]c3ccccc23)cc1)NC1CCCCC1	-5	-6	0	-10	-2	1	.	.	.

(list continues)
SMILES	GSTO1 counter	LYPLA2 counter	PAD4 inh	PREPL inhibitor	LYPLA1 counter	pPAFAH FP inh	PAFAH2 FP inh	PAFAH1B3 FP inh	PAFAH1B2 FP inh
CC1CCCC(C)N1C(=O)COC(=O)c1ccc(S(=O)(=O)N(C)c2ccccc2)cc1 (centres undefined)	.	.	-6	21	.	4	7	4	2
COCCn1nc2cc(C(=O)NCC34CC5CC(CC(C5)C3)C4)ccc2c1OC	3	-1	1	-3	2	1	7	0	10
Cc1nn(C(=O)c2cccc([N+](=O)[O-])c2)c(C)c1Cl	-1	3	-2	-9	1	4	0	9	0
CCc1ccc(NC(=O)/C(C#N)=C/c2cn(CC(=O)O)c3ccccc23)cc1	3	-2	2	4	-2	3	3	-1	-1
COc1ccc(NS(=O)(=O)c2ccc3c(c2)OCCO3)cc1OC	0	-2	1	-1	-3	-2	-5	-3	4
COc1ccccc1N(C)S(=O)(=O)c1ccc(C(=O)NC2CCCCC2)cc1	.	6	2	-3	-2	-3	3	-1	2
Cc1cc(Cl)ccc1OCC(=O)NNC(=O)c1cccnc1	-6	4	-3	0	1	1	4	5	5
COc1ccc(OC)c(Nc2nc3nonc3nc2N2CCCCC2)c1	4	-4	1	8	-6	3	0	-4	0
CCCn1c(C)nc2c(c1=O)c1nc3ccccc3nc1n2CCC1=CCCCC1	5	-3	-1	-2	-6	-2	6	-3	5
COc1ccc(CNC(=O)C(C)OC(=O)C23CC4CC(CC(O)(C4)C2)C3)cc1 (centres undefined)	-2	2	-2	3	1	2	2	8	-1
CCC(Sc1nc(-c2cccc(OC)c2)c(C#N)c(=O)[nH]1)C(=O)Nc1nnc(C(C)C)s1 (centres undefined)	50*	3	1	4	-3	0	0	-4	35*
CN(C)/C(Cn1cncn1)=C1/N=C(c2c(F)cccc2F)OC1=O	-1	5	1	6	5	7	1	1	0
COc1ccccc1/C=C/C=N/NC(=O)CCn1cnc2ccccc21	0	2	0	-10	1	1	4	2	7
CCc1nn(CC(=O)N2CCN(c3cc(C)ccc3C)CC2)c(=O)c2cc3occc3n12	5	3	0	8	3	2	-11	8	2
Cn1c(=O)c(=O)n(C)c2cc(S(=O)(=O)CCC(=O)N3CCCCC3)ccc21	-4	2	0	10	0	0	-9	-1	5
COc1ccc(Cc2nnc(Nc3ccccc3OC)[nH]c2=O)cc1	-2	2	-1	12	6	2	1	1	-2
CCN(Cc1ccccc1)C(c1ccc(Cl)cc1)c1nnnn1C(C)(C)C (centres undefined)	-2	-2	-3	-5	-1	1	-1	0	-1
COc1cccc(C(=O)Nn2cnnc2)c1OC	1	7	-1	22	0	0	-3	8	4
CC1CCCC(C)N1C(=O)CN1CCN(c2nc(-c3ccc(F)cc3)cs2)CC1 (centres undefined)	5	9	3	18	7	8	-5	-1	0
COc1ccc(-c2nc(N)ncc2Oc2ccccc2Br)c(O)c1	-2	-5	-3	-6	-5	6	4	10	-4
CCN1C(=O)c2cccc3c(S(=O)(=O)Nc4ncccc4C)ccc1c23	2	-2	4	-2	1	3	-5	5	-9
COc1ccccc1NC(=O)CSc1nnc(-c2ccccc2)o1	1	-4	0	-6	-2	-4	-3	1	-2
CCCn1c(C(C)Nc2nc(-c3ccc(Cl)c([N+](=O)[O-])c3)cs2)nc2cc(Cl)c(N3CCCCC3)cc21 (centres undefined)	2	-2	-1	4	4	10	-1	7	0
CCOC(=O)N1CCN(C(=O)CN(C)S(=O)(=O)c2ccc(Cl)cc2)CC1	0	7	2	3	4	3	-2	4	3
Cc1nc(N)nc(OCC(F)(F)C(F)F)c1Br	1	-7	1	-1	-3	4	-5	5	0
COc1cc(CN/C(C)=C(\C#N)C(N)=O)cc(OC)c1OC	1	-6	1	5	0	-1	3	-7	1

From PubChem BioAssay
